TrxR1 substrate = qHTS Assay for Substrates of Mammalian Selenoprotein Thioredoxin Reductase 1 (TrxR1): qHTS; Thioredoxin reductase 1, cytoplasmic (Rattus norvegicus), O89049; purified TrxR1 substrate turnover, NADPH consumption readout; Potency, µM (titrated, usually from 114 µM), without a hit: top-dose activity change, negative = substrate turnover; hit rate 0.01% among 390,000; also: potency is read from the fitted curve at half-maximal effect; % is scaled to controls: 0 for no effect and ±100 for the full control effect; nearly all actives have a fitted effect of over 50% in size
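Rat TrxR1, dispensed at 90 nM, was prereduced with 400 uM NADPH (final) for 5 min at ~22 deg C, then incubated with compound 15 min before 400 uM selenite. A first-read NADPH fluorescence drop versus no-compound background flagged substrates.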
USP1-UAF1 inh = Inhibitors of USP1/UAF1: Primary Screen. Ubiquitin carboxyl-terminal hydrolase 1 (Homo sapiens), O94782. recombinant USP1/UAF1, Ub-Rhodamine cleavage fluorescence. Potency, µM (highest dose often 57.1 µM), for inactives: at the highest dose activity change, negative = inhibition, actives largely listed as inhibitors. hit rate 0.23% among 390,000. AID 743255, 2014; also: potency is read from the fitted curve at half-maximal effect; % is scaled to controls: 0 for no effect and ±100 for the full control effect; nearly all actives have a fitted effect of over 60% in size; inactives centre near -12
Target sequence (O94782 whole entry, looked up): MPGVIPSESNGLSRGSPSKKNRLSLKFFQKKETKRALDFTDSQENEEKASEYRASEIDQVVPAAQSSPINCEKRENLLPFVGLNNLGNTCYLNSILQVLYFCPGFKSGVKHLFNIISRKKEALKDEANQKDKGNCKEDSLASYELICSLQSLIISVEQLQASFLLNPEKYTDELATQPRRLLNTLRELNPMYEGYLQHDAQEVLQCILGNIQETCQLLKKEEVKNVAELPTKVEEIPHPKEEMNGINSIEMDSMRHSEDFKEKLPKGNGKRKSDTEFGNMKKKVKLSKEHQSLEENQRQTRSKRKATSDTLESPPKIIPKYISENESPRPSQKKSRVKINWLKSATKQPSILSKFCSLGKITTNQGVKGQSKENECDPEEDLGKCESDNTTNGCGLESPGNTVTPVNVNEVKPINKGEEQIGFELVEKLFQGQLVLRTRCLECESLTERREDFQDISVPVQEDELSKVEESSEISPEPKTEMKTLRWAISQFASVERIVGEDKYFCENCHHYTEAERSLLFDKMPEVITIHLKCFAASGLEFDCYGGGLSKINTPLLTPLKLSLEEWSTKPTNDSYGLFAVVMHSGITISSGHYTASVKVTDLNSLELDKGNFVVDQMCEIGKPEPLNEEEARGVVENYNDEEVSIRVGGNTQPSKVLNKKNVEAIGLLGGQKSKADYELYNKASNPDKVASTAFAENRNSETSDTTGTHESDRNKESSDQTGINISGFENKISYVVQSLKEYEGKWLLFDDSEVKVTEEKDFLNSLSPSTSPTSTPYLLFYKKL
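High-throughput fluorogenic screen: 1nM USP1/UAF1 complex, Ub-Rho substrate 150nM final, 50mM HEPES pH 7.8 with 0.5mM EDTA, 0.1 mg/ml BSA, 1mM TCEP and 0.01% Tween-20.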
rTrxR1 inhibitor = qHTS Assay for Inhibitors of Mammalian Selenoprotein Thioredoxin Reductase 1 (TrxR1): qHTS; recombinant rTrxR1, NADPH fluorescence consumption, selenite substrate; Thioredoxin reductase 1, cytoplasmic (Rattus norvegicus), O89049; Potency, µM (titrated, usually from 114 µM), for inactives: at the top dose activity change, negative = inhibition, most hits filed as inhibitors; hit rate 1% among 390,000; also: potency is read from the fitted curve at half-maximal effect; % is scaled to controls: 0 for no effect and ±100 for the full control effect; nearly all actives have a fitted effect of over 65% in size
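Rat TrxR1 (90 nM in the dispensed reagent) was pre-reduced with 400 uM NADPH for 5 min at room temperature, then incubated with compound for 15 min. After 400 uM selenite was added, NADPH fluorescence (Ex 340/Em 450 nm) was followed for 8 min.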
HP1b chromo inh = HTS for Inhibitors of HP1-beta Chromodomain Interactions with Methylated Histone Tails. Chromobox protein homolog 1 (Homo sapiens), P83916. AlphaScreen HP1-beta / biotin-H3K9me3 peptide binding. Potency, µM (highest dose often 114 µM), for inactives: at the highest dose activity change, negative = inhibition, most hits filed as inhibitors. hit rate 0.56% among 390,000. AID 540317, 2011; also: potency is read from the fitted curve at half-maximal effect; nearly all actives have a fitted effect of over 70% in size; inactives centre near 23
Target sequence (P83916 whole entry, looked up): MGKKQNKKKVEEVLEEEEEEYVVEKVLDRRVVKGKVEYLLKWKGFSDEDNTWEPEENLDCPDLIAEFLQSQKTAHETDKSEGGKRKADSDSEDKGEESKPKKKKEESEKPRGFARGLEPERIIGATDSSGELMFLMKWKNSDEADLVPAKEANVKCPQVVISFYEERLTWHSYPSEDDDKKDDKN
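AlphaScreen: HP1-beta (50 nM) preformed 30 min with biotin-H3(1-18)K9me3 peptide (50 nM) in PBS pH 7.4, 0.01% Tween-20. Compound added for 30 min at RT, then streptavidin donor/nickel chelate acceptor beads (10 ug/mL) for 30 min.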
Pin1 inhibitor = qHTS Assay to Find Inhibitors of Pin1; Peptidyl-prolyl cis-trans isomerase NIMA-interacting 1 (Homo sapiens), Q13526; Pin1 FP peptide displacement, HiFluor488, 10 min; Potency, µM (highest dose often 115 µM), for inactives: top-dose activity, negative = inhibition, usual class: inhibitors; hit rate 0.009% among 390,000; active = well fitted inhibition curve with a large enough effect in the polarisation, with a control signal flat, not every such curve was filed as active; inconclusive = small, poorly fitted or top-dose-only effect, or effect the other way, or a change in a side signal; inactive = no such curve, though single readings can be large or run the other way; the % refers to the polarisation; also: potency is read from the fitted curve at half-maximal effect; % is scaled to controls: 0 for no effect and ±100 for the full control effect
GLS inhibitor = qHTS for Inhibitors of Glutaminase (GLS) | Glutaminase kidney isoform, mitochondrial (Homo sapiens), O94925 | GLS enzymatic activity, qHTS titration | Potency, µM (top dose mostly 45.5 µM), without a hit: top-dose activity change, negative = inhibition, usual class: inhibitors | hit rate 0.21% among 410,000; also: potency is read from the fitted curve at half-maximal effect; % is scaled to controls: 0 for no effect and ±100 for the full control effect
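Two-point fluorescence kinetic (t0, 30 min RT) for hKGA; glutamate detected via glutamate oxidase–HRP–Amplex Red. Substrate: 1 mM L-glutamine solution; buffer 45 mM KH2PO4, pH 8.2.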
PI4K2A block = qHTS for small molecular inhibitors of PI4K2A; purified PI4K2A, ADP-Glo luminescence, 1 h; hits give low values; Phosphatidylinositol 4-kinase type 2-alpha (Homo sapiens), Q9BTU6; hit rate 0.13% among 420,000; activity change, negative = inhibition, % at 76.9 µM; AID 1346378, 2018; in the data active = activity change below about -50%; inconclusive = mostly about -30% to -49%;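 also: -100% = wells without enzyme as full effect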
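In this quantitative HTS, ADP production by PI4K2A was quantified luminescently after 1 h at ambient temperature; 100 microM adenosine served as plate-quality control.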
PGK inhibitor = qHTS Assay to Find Inhibitors of Phosphoglycerate Kinase; Phosphoglycerate kinase, glycosomal (Trypanosoma brucei brucei), P07378; PGK/GAPDH coupled, Kinase-Glo luminescence, 60 min; Potency, µM (highest dose often 57.5 µM), inactives show at the top dose activity change, negative = inhibition, hits mostly inhibitors; hit rate 0.043% among 380,000; AID 602233, 2012; also: potency is read from the fitted curve at half-maximal effect; % is scaled to controls: 0 for no effect and ±100 for the full control effect; nearly all actives have a fitted effect of over 60% in size
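Luminescent ATP detection (Kinase-Glo Plus) follows a 60-minute room-temperature incubation, with wells lacking PGK as controls. Buffer: 100 mM TEA (pH 7.6), 5 mM MgCl2, 0.01% Tween-20. Coupling enzyme GAPDH (100 nM final) supplies unstable 1,3-BPG in-well.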
IDH1 R132H inh = qHTS for Inhibitors of mutant isocitrate dehydrogenase 1 (IDH1): qHTS. IDH1-R132H enzyme, NADPH consumption, diaphorase/resazurin fluorescence. Potency, µM (highest dose often 76.6 µM), for the others: top-dose activity change, negative = inhibition, most hits filed as inhibitors. hit rate 0.093% among 390,000; also: potency is read from the fitted curve at half-maximal effect; % is scaled to controls: 0 for no effect and ±100 for the full control effect; nearly all actives have a fitted effect of over 65% in size
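IDH1-R132H (0.5 ug/mL dispensed) in pH 7.5 Tris buffer was preincubated 30 min with compound, then given a substrate mix of 0.016 mM NADPH and 2 mM alpha-KG for 80 min at room temperature; remaining NADPH was read by diaphorase/resazurin fluorescence.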
An asterisk follows results filed as active; i = inactive; ? = inconclusive; · = not tested or not shown; & = joins results of further samples; [ ] = another dose, or the depositor's remark. Unless noted, calls follow the shape of the dose curve; as a rule, active = well fitted curve in the direction sought with a large enough effect; inconclusive = small, poorly fitted or top-dose-only effect, or another doubt; inactive = no such curve, though single readings can be large; an effect the other way counts as inactive or inconclusive. An excerpt, so the mix of outcomes need not match the whole.

SMILES	TrxR1 substrate	USP1-UAF1 inh	rTrxR1 inhibitor	HP1b chromo inh	Pin1 inhibitor	GLS inhibitor	PI4K2A block	PGK inhibitor	IDH1 R132H inh
CCCC/C(C)=N/NC(=O)CN(c1ccc(Br)cc1)S(=O)(=O)c1ccccc1	-1%	-3%	7%	10%	3%	19%	2	3%	2%
Cn1c(Cn2nnc(-c3ccccc3)n2)nnc1SCc1ccccc1Cl	7%	-13%	18%	14%	4%	8%	-1	-6%	2%
CCOc1ccc(S(=O)(=O)NNC(=O)c2cc3ccccc3o2)cc1	-3%	-6%	-9%	18%	3%	48%[activator]	-6	i	4%
Cc1cc(=O)n(CC(=O)O)c2ccccc12	7%	-23%	29%	45%[activator]	2%	4%	-3	-4%	0%
Cc1ccc(S(=O)(=O)CCN2CCC(O)(c3ccccc3)CC2)cc1	2%	-18%	6%	29%	-7%	-8%	2	-4%	0%
CCc1ccc(C2=NN(c3ccc(S(N)(=O)=O)cc3)C(c3ccc(F)cc3)C2)cc1 (centres undefined)	721%[activator]	-25%	51%[activator]	80%[activator]	28%	-9%	5	-8%	-23%
CCCn1c(=O)c2sccc2n2c(CCCC(=O)NCc3ccccc3)nnc12	7%	-13%	18%	28%	4%	-10%	-2	4%	-19%
CCOC(=O)[C@H]1[C@H]2COc3ccc(OC)cc3[C@H]2N2C(=O)CNC(=O)[C@@]12C	-5%[57.1 µM]	-27%	24%[57.1 µM]	49%[activator]	-3%	-3%	-1	i	7%
Cc1ccc(NC(=O)c2ccc(Cl)c(N3C(=O)C=CC3=O)c2)cc1	13%[57.1 µM]	-11%	?	?	27%	-9%	2	-4%	-1%
Cc1nn(CC(=O)NCc2ccccc2F)c(C)c1[N+](=O)[O-]	-17%[57.1 µM]	-7%	13%[57.1 µM]	29%	0%	-4%	4	-1%	6%
CCOc1ccccc1C(=O)NCC(=O)NCCc1ccc(S(N)(=O)=O)cc1	4%[57.1 µM]	-9%	20%[57.1 µM]	?	-3%	-5%	-2	i	-3%
COc1ccc(C(=O)Nc2ccncc2)cc1[N+](=O)[O-]	4%	-18%	14%	37%	-5%	-3%	35	-1%	1%
CCOc1ccc(NC(=S)NC(=O)c2c(Br)cnn2C)c([N+](=O)[O-])c1	5%[57.1 µM]	-15%	6%[57.1 µM]	?	-4%	-9%	0	-1%	6%
CCc1ccc(C(=O)NNC(=O)CCC2CCCCC2)cc1	1%	4%	8%	12%	-7%	0%	1	-10%	2%
Cc1cc(OC(=O)c2cc(Br)ccc2Cl)c([N+](=O)[O-])c(=O)[nH]1	4%	-13%	4%	38%	1%	-8%	-2	-8%	-1%
Cc1cccc(C(=O)Nc2ccccc2C(=O)OCc2cc(=O)n3nc(C4CC4)sc3n2)c1	-5%[57.1 µM]	?	2%[57.1 µM]	27%	-3%	1%	0	6%	9%
CCN(Cc1ccccc1)S(=O)(=O)c1cc(C(=O)NC2CCCCCC2)ccc1OC	-1%	-8%	2%	22%	11%	-7%	2	-3%	3%
COc1ccccc1N1CCN(C2CCC(C)CC2)CC1 (centres undefined)	-1%	-25%	12%	36%[activator]	-2%	16%	-3	8%	0%
Cc1ccc2nc(COc3ccccc3NC(=O)COc3ccccc3Cl)cc(=O)n2c1	0%[57.1 µM]	?	18%[57.1 µM]	13%[57 µM]	-1%	4%	-6	1%	-8%
O=C(/C=C/c1ccccc1)Nc1cccc(C(=O)NCCCc2ccccc2)c1	-6%	-4%	6%	24%	13%	14%	-3	1%	0%[38.3 µM]
CCCCCOC(=O)C1[C@H]2C(=O)N(c3ccccc3CC)C[C@]23C=C[C@H]1O3 (some centres undefined)	4%	-7%	4%	26%	-3%	9%	6	3%	2%
O=C(NCc1ccc(F)cc1)c1cc(-c2ccc(Cl)cc2)n[nH]1	-12%	5%	?	26%	3%	-18%	-2	i	-12%
Cc1ccc2nc(NC(=O)COC(=O)c3ccco3)sc2c1	-1%	-10%	0%	44%[activator]	5%	·	-1	-6%	4%
CC[C@]1(C(=O)OC)[C@H]2C(=O)N(Cc3ccccc3)C(=O)[C@H]2[C@H]2CN=C(SCC(=O)c3ccccc3)N21	4%	-26%	47%[activator]	55%	-1%	-2%	-13	i	-1%[38.3 µM]
Cc1ccc(-c2cc(-c3ccccc3O)nc(N/N=C/c3cccnc3)n2)cc1	3%	-16%	13%	22%	-9%	-1%	0	·	0%
N#Cc1c(N2CCCCC2)nc(N)c2c(N)nc(SCC(=O)O)cc12	49%[activator]	-26%	?	35µM*	?	-11%	-60*	2%	6%
CCn1cc(CCC(=O)NCc2cccc(OC)c2OC)c2ccccc21	9%[57.1 µM]	-6%	10%[57.1 µM]	?	3%	8%	0	-2%	8%
Cc1nnc(C)n1/N=C/c1cccn1C	0%[57.1 µM]	-6%	-4%[57.1 µM]	-7%	-8%	?	7	4%	-2%
CCOc1ccc(C(=O)CCC(=O)NC2=NCCS2)cc1	-3%[57.1 µM]	-6%	1%	7%	?	-18%	0	0%	0%
CCOc1cc(CNC(=O)c2ccc3c(c2)N(C)C(=O)C2CCCCN32)cc(OCC)c1OCC (centres undefined)	2%[57.1 µM]	-32%	12%[57.1 µM]	16%[57 µM]	-3%	24%	1	i	10%
CNc1oc(-c2ccccc2Cl)nc1C#N	18%	-10%	7%[57.1 µM]	-20%	2%	1%	1	-2%	3%
Cc1nnc(N/N=C/c2cccc(C(F)(F)F)c2)n1N	4%[57.1 µM]	?	7%[57.1 µM]	34%	-1%	?	-28	-6%	19%
CCOC(=O)c1c(Nc2ccc(F)cc2)nnc(-c2ccccc2)c1-c1ccccc1	-7%	-33%	-5%	3%	?	-2%	-4	8%	-6%
COCc1cc(C)nc(Nc2ccc(C)c(C)c2)c1C#N	19%	-2%	19%	4%	-8%	1%	-2	2%[11.5 µM]	5%
CCC(C)Nc1nc(N)c([N+](=O)[O-])c(Nc2ccccc2OC)n1 (centres undefined)	5%[57.1 µM]	-15%	15%[57.1 µM]	?	5%	?	-2	3%	-18%
Cc1cccc(C2=NN(c3ccccc3)[C@@H](C(=O)N3CCOC3=O)[C@@H]2c2ccc([N+](=O)[O-])cc2)c1	-3%	?	19%	14%	1%	-8%	2	-11%	-4%
Cc1c(/C=N/Nc2ccc([N+](=O)[O-])cn2)c2ccccc2n1Cc1ccccc1	-10%	-18%	-10%	19%	13%	1%	-3	-6%	-4%
CCOC(=O)C(NCCCCl)c1ccccc1 (centres undefined)	-2%[57.1 µM]	-23%	-13%[57.1 µM]	37%	1%	9%	-9	i	3%
Cc1cc(OCC(=O)Nc2nccs2)c2c(C)cc(=O)oc2c1	-14%	-4%	-32%	55%[activator]	-2%	6%	1	4%	2%
CC(=O)N1CCN(C(=O)c2cc3c(s2)CCCC3)CC1	-10%[57.1 µM]	-10%	-10%	28%	-1%	-3%	-8	-7%	5%
O=C(Nc1ccccc1Cl)c1ccc2nc(N3CCOCC3)sc2c1	-2%	-11%	12%	39%[activator]	-2%	?	-9	i	0%
CCN(CC)Cc1c(NC(=O)c2ccc(OC)cc2)sc2c1CCCC2	2%	-20%	2%	5%	17%	-5%	0	7%	22%
O=C(NNC(=O)c1ccc(Cl)cc1Cl)c1csc(-c2cccnc2)n1	6%	-4%	37%	42%[activator]	6%	11%	3	5%	6%
Cc1c(C)c2cc3c(c(C)c2oc1=O)OCN(CCc1ccccc1)C3	270%[activator]	?	4%	58%[activator]	-4%	-7%	-4	-4%	10%
COc1ccnc(NCc2cccc(C(F)(F)F)c2)c1C#N	24%[57.1 µM]	-9%	12%[57.1 µM]	31%	-6%	0%	3	3%	7%
C/C(Cl)=C/Cn1c(SCC(C)C)nc2c1c(=O)[nH]c(=O)n2C	6%[57.1 µM]	-14%	18%[57.1 µM]	10%	-9%	?	7	-3%	3%
O=C(NCC1CC1)[C@]1(C(F)(F)F)C[C@H](CCC2CCCCC2)CCCO1	7%[57.1 µM]	-31%	26%[57.1 µM]	89%&69%[activator]	-7%&-1%	-2%	2	4%	-13%
Cc1nnc(N2C(=O)c3oc4ccccc4c(=O)c3C2c2ccc(C(C)(C)C)cc2)s1 (centres undefined)	-1%	?	11%	29%	-5%	-2%	2	9%	11%
CC(C)OCCCNC(=O)CCN1C(=O)COc2ccccc21	-5%	-6%	14%	48%[activator]	-1%	0%	2	·	0%
CCN(C(=O)CSc1nc2ccccc2c(=O)n1Cc1ccc(C)cc1)C1CCS(=O)(=O)C1 (centres undefined)	4%[57.1 µM]	-24%	6%[57.1 µM]	-3%	-4%	1%	-1	i	0%
CCCN1CNc2c(c(=O)[nH]c(=S)n2CCC)C1	-7%	·	-19%	20%	5%	·	·	·	·

High-throughput results from PubChem BioAssay.
